High-throughput results from PubChem BioAssay.
D1 antagonist = antagonists of human D1 dopamine receptor; P21728; HEK293 TREx D1 cells, calcium flux, dopamine EC80; active compounds read low; activity change, negative = inhibition, % at 10 µM; 3.2% of 360,000 active; AID 504652; in the data active means activity change below about -30%; further: on the % scale 0 is the no-effect control and ±100 the full control effect
Target sequence (P21728 whole entry, looked up): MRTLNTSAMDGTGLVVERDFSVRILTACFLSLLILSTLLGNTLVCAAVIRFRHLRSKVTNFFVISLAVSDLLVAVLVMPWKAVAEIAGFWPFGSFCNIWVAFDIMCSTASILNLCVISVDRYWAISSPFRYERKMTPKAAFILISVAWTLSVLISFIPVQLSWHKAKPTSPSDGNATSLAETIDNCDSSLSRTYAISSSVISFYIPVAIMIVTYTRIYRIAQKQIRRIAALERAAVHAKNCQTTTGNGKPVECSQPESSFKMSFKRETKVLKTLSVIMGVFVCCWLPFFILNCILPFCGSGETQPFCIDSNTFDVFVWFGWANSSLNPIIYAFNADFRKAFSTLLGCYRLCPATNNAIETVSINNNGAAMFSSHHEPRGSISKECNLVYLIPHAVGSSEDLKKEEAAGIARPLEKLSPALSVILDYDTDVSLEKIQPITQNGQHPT
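Tetracycline-induced HEK293 Trex D1 cells, force-coupled to calcium, dye-loaded; compounds added and read 180 s, then EC80 dopamine added and calcium flux tracked kinetically another 180 s.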
D1 potentiator = human D1 dopamine receptor positive modulation. AID 504651. 0.036% of 360,000 active. potentiation, % at 10 µM. P21728. HEK293 TREx D1 cells, calcium flux, dopamine EC20 potentiation; in the data active means potentiation above about 30%; further: 0% is about no effect
GRP78 ERSR act = ER stress response induction in glioma. 0.02% of 420,000 active. Potency, µM, without a hit: at the top dose activation, usual class: activators. AID 602332. U87-MG GRP78 promoter luciferase reporter, 16 h; further: potency means the concentration at half of the fitted maximal effect; series mostly up to about 76 µM; % of control where 0% means no effect; nearly all actives have a fitted effect of over 35% in size
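Stably transfected U87-MG glioma cells carrying a GRP78-based luciferase sensor; 16 h compound incubation. Luminescence end-point read 10 min after Bright-Glo addition at room temperature.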
D1 ag = human D1 receptor agonism | activation, % at 2 µM | 1% of 360,000 active | HEK293 T-REx D1 cells, calcium flux, agonist mode | AID 504660; in the data active means activation above about 30%; further: 0% is about no effect
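Agonism was scored from calcium flux recorded over 180 s (1 read/s) after pintool compound addition, following a 10-cycle baseline. Cells were inducible force-coupled HEK293 TREx D1, plated overnight at 30 C and loaded with no-wash calcium dye.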
LDHA block = LDHA (human) enzyme inhibition. P00338. activity change, % (values are at about 110 or 230 µM). 0.15% of 480,000 active. AID 1347041. purified LDHA, NADH/diaphorase-resazurin fluorescence; active compounds read low; in the data active means activity change below about -30%; inconclusive means mostly about -25% to -30%;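 further: plate controls were DMSO wells for no effect and wells without enzyme for full effect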
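Human LDH5 (2 nM) was incubated with 0.06 mM NADH and 0.2 mM pyruvate for 5 min at room temperature in Tris pH 7.4. Remaining NADH was coupled through diaphorase/resazurin, and resorufin fluorescence was read at 0 and 20 min.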
RXFP1 ag = activates the human relaxin receptor RXFP1 | Potency, µM (doses to about 57.5 µM), without a hit: at the top dose activation, actives largely listed as activators | 0.3% of 370,000 active | AID 2676 | HEK293T-RXFP1 cAMP TR-FRET, 30 min; response scale: percent of porcine relaxin response, buffer zero; further: potency means the concentration at half of the fitted maximal effect; on the % scale 0 is the no-effect control and ±100 the full control effect; nearly all actives have a fitted effect of over 60% in size; many of its hits are not listed in these tables
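cAMP rise read by TR-FRET after 30 min, 37C compound exposure (up to 58 uM) in RXFP1-transfected HEK293 cells with Ro 20174 present. EC50 from Hill-equation fits, with 29 nM porcine relaxin as 100% and buffer as basal.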
Vif-A3G inh = Vif-A3G binding inhibition; Q9HC16; AID 602310; 0.076% of 410,000 active; Potency, µM (top dose mostly 46.1 µM), for inactives: at the top dose activity, negative = active, most hits filed as inhibitors; HeLa A3G-eYFP + Vif (tagged APOBEC3G with the HIV-1 protein that degrades it), YFP fluorescence, overnight;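 further: potency means the concentration at half of the fitted maximal effect; on the % scale 0 is the no-effect control and ±100 the full control effect; nearly all actives have a fitted effect of over 60% in size; hits raise eYFP signal because A3G escapes Vif-driven loss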
Target sequence (Q9HC16 whole entry, looked up): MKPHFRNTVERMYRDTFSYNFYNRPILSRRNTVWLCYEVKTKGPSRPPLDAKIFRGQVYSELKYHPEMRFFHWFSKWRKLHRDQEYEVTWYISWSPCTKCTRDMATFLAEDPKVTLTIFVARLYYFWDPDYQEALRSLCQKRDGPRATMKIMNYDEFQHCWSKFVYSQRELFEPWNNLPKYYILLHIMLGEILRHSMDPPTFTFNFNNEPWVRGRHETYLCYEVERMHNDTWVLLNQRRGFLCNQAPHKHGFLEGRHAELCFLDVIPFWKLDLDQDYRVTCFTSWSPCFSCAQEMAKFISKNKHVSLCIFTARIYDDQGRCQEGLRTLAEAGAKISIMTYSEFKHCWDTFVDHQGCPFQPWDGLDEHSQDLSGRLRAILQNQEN
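Read-out is eYFP fluorescence (Ex 488/Em 500-530) from Vif-expressing HeLa A3G-eYFP cells; more signal means A3G escaped Vif-mediated degradation. Cells plated overnight, compound pinned in, incubated overnight at 37 deg C.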
D2 potentiator = positive allosteric modulators of human D2 dopamine receptor; P14416; HEK293 T-REx D2, calcium flux, EC20 dopamine potentiation; potentiation, % at 10 µM; 0.34% of 340,000 active;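 active means potentiation over 3 SD above the plate norm, cut at about 30% in these data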; further: 0% is about no effect
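Cells plated with tetracycline inducer and held overnight at 30 C; calcium dye loaded 30–90 min at room temperature; baseline taken, compound added and read 180 s; EC20 dopamine then added and read 180 s.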
Vif-APOBEC3F blk = Vif-A3F binding inhibition. 0.2% of 390,000 active. HeLa A3F-eYFP + Vif (tagged APOBEC3F with the HIV-1 protein that degrades it), YFP fluorescence increase. AID 602313. Potency, µM (highest dose often 46.1 µM), for inactives: top-dose activity, negative = active; further: potency means the concentration at half of the fitted maximal effect; % of control where 0% means no effect; nearly all actives have a fitted effect of over 65% in size
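Fluorescence increase (Ex 488/Em 500-530) after overnight compound treatment at 37 deg C flags inhibition of Vif-driven A3F-eYFP loss in stable HeLa A3F-eYFP/Vif cells seeded overnight beforehand.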
* = called active by the depositor; u = inconclusive; x = not tested or not shown; & = joins results of further samples. Unless noted, the call rests on the fitted dose curve; in most records, active means well fitted curve in the direction sought with a large enough effect; inconclusive means small, poorly fitted or top-dose-only effect, or another doubt; inactive means no such curve, though single readings can be large; an effect the other way counts as inactive or inconclusive. This is a subset (hit frequency here may not be typical).

structure	D1 antagonist	D1 potentiator	GRP78 ERSR act	D1 ag	LDHA block	RXFP1 ag	Vif-A3G inh	D2 potentiator	Vif-APOBEC3F blk
CNC(=O)c1ncnnc1N(C)C(=O)NCc1ccccc1	-15	-4	-1%	2	0	3.7%	-1%	-1	0%
CCCN1CCC(NCc2cn(C)nc2-c2ccc(Oc3ccccc3)cc2)CC1	-10	-1	-3%	30*	3	6.4%	0%	-14	-2%
Cc1ccc(NC(=O)CSc2nc(=O)n(CCN3CCOCC3)c3c2CCC3)cc1Cl	x	-1	-2%	-3	-5	3.6%	6%	0	-2%
O=C(Nc1nc2ccccc2n1CCN1CCCCC1)C1CCCCC1	9	-4	-4%	2	-5	3.0%	0%	-19	2%
CN(Cc1ccccc1)c1nc(N)nc(Cl)c1C=O	-2	-2	-5%	7	5	3.2%	u	12	u
O=C(COC(=O)c1cn(-c2ccccc2)nc1-c1cccs1)NC1CC1	-5	-4	-1%	3	-4	1.7%	-2%	-7	5%
Cc1cc(=O)[nH]c2c(C)cc(S(=O)(=O)Nc3ccc(O)cc3)cc12	15	5	-2%	1	2	0.4%	-4%	14	6%
O=C1NCCN1Cc1ccc(F)cc1	-2	-2	-3%	2	2	0.5%	1%	9	-3%
COC(=O)C(C(=O)NCC1CCCO1)C1CCCCCC1 (centres undefined)	-6	3	-4%	2	-6	0.0%	1%	21	1%
CCCCOC(=O)c1ccc(S(N)(=O)=O)o1	-5	-1	3%	1	-8	0.0%	-2%	8	-4%
CCOc1ccc(CCNC(=O)C2CCN(S(=O)(=O)c3ccc(C)cc3)CC2)cc1OCC	15	6	3%	0	-3	-0.4%	-1%	-9	-2%
COc1ccc(CCNC(=O)CCCCCN2C(=O)c3ccccc3C2=O)cc1OC	13	-1	-4%	4	-1	-0.4%	-1%	4	-2%
COc1ccc(CCNC(=O)CCCn2c(=O)c3ccccc3n(Cc3ccccc3C)c2=O)cc1OC	-33*	3	3%	-1	-10	5.4%	-2%	-1	-9%
Cc1ccc(C(C(=O)NC2CCCCC2)N(C)Cc2ccccc2)cc1 (centres undefined)	15	1	-5%	4	-4	0.1%	0%	6	4%
COCCN(CCOC)C(=O)c1ccc(NS(=O)(=O)c2ccc3c(c2)OCCO3)cc1	-4	11	-2%	0	-3	2.9%	-2%	-3	1%
CC(C)c1ccc(NC(=O)CCS(=O)(=O)c2ccc3c(c2)CC(=O)N3C)cc1	30	0	-3%	2	-1	2.7%	0%	-2	-7%
Cc1ccc(NCc2n[nH]c(=S)n2-c2cccc(Cl)c2)cc1	4	-2	-3%	4	4	1.4%	2%	x	-3%
Clc1ccc(OCCNCCc2ccccc2)cc1	-18	-10	-1%	25	1	1.1%	-3%	-22	-6%
COc1ccc(S(=O)(=O)N2CCN(CCc3ccccc3)CC2)cc1	-19	-2	-1%	0	1	2.3%	-1%	-2	0%
COc1ccc(CN2CCC3CC2c2cc(-c4cccc(C)c4)ccc23)cc1 (centres undefined)	x	x	-2%	x	1	x	-3%	x	u
C/C(=N/NC(=O)Cn1nc2ccccc2n1)c1ccc(F)cc1	4	-2	-5%	3	-2	0.6%	-7%	-10	-6%
CC(C)C(=O)Nc1cccc(NC2=NS(=O)(=O)c3ccccc32)c1	7	-4	-5%	-2	-9	11%	0%	-23	0%
CCOc1ccc(NC(=O)Nc2cc(C(C)C)ccc2C)cc1	-2	0	x	6	x	-0.2%	x	-23	x
C=C(C)c1cccc(C(C)(C)NC(=O)Nc2ccc(OC)nc2)c1	-5	0	1%	3	13	-1.4%	4%	1	u
COc1ccccc1CCNC(=O)C1(c2cccs2)CCOCC1	x	-2	-1%	-1	-2	-1.7%	-1%	-3	-2%
COc1ccc(S(=O)(=O)NCCC(=O)OCc2cc(=O)oc3cc(C)ccc23)cc1[N+](=O)[O-]	-22	0	-3%	4	-4	-0.6%	-3%	-3	5%
CCCc1cc(=O)oc2c3c(cc(OCC(=O)N[C@@H](CSC)C(=O)O)c12)OC(C)(C)CC3	-6	1	-2%	2	-1	2.2%	-1%	1	20%
O=C(/C=C/c1ccccc1)NCCc1nc2ccccc2[nH]1	-6	-4	1%	1	-4	3.3%	-4%	1	14%
O=C(O)c1cccc(S(=O)(=O)Nc2ccccc2Cc2ccccc2)c1	4	3	-9%	5	-3	-0.4%	0%	0	3%
O=c1ccc(Oc2nc(N3CCOCC3)nc(N3CCOCC3)n2)nn1-c1ccccc1	-3	-1	-4%	3	-8	0.5%	0%	17	-1%
Cc1ccc(-n2c(=O)c3ccc(C(=O)NCc4ccccc4Cl)cc3n(Cc3cccc(F)c3)c2=O)cc1	-2	-2	-2%	1	-3	32µM*	-5%	-5	-3%
O=S(=O)(Nc1cccc(-c2cn3cccnc3n2)c1)c1ccccc1	-17	-3	-3%	3	-4	-0.3%	0%	-4	-4%

Two of the compounds above, with each value named.
O=C(Nc1nc2ccccc2n1CCN1CCCCC1)C1CCCCC1
  D1 antagonist = 9 | D1 potentiator = -4 | GRP78 ERSR act = -4% | D1 ag = 2 | LDHA block = -5 | RXFP1 ag = 3.0% | Vif-A3G inh = 0% | D2 potentiator = -19 | Vif-APOBEC3F blk = 2%
CCCc1cc(=O)oc2c3c(cc(OCC(=O)N[C@@H](CSC)C(=O)O)c12)OC(C)(C)CC3
  D1 antagonist = -6 | D1 potentiator = 1 | GRP78 ERSR act = -2% | D1 ag = 2 | LDHA block = -1 | RXFP1 ag = 2.2% | Vif-A3G inh = -1% | D2 potentiator = 1 | Vif-APOBEC3F blk = 20%

(more compounds)
structure	D1 antagonist	D1 potentiator	GRP78 ERSR act	D1 ag	LDHA block	RXFP1 ag	Vif-A3G inh	D2 potentiator	Vif-APOBEC3F blk
CCOC(=O)CSc1nc2c(sc3ccccc32)c(=O)n1CCc1ccccc1	-3	-5	-2%	3	-1	u	1%	3	-1%
NC(=O)Nn1c(CCC(=O)O)ccc1-c1ccc(F)cc1	x	x	-4%	x	-3	2.2%	-1%	x	1%
CCN(c1ccccc1C)S(=O)(=O)c1ccc(N2CCCCS2(=O)=O)cc1	-18	0	-2%	23	-3	-1.7%	2%	5	-3%
Cc1noc(C)c1CN1C(=O)NC(Cc2ccccc2)(Cc2ccccc2)C1=O	4	-6	-7%	10	3	1.2%	-3%	27	3%
O=C(Nc1ccccc1)c1cc([N+](=O)[O-])ccc1N1CCCCC1	x	x	0%	x	-8	x	-2%	x	6%
COc1ccccc1C(=O)NCCC(=O)NN1C(=O)NC2(CCCCC2)C1=O	-12	3	-2%	1	-7	1.8%	4%	5	3%
O=C(NCCc1cccs1)c1ccc(Cl)c(Cl)c1	4	-4	1%	9	-3	-2.4%	-6%	-5	2.5µM*
O=C(NCCC1CCCCN1S(=O)(=O)c1ccccc1)C(=O)Nc1ccccc1 (centres undefined)	-27	-1	4%	2	-7	-0.9%	0%	0	5%
COc1ccc([C@H]2C[C@@H](O)[C@H](n3cc(COC(=O)c4ccccc4)nn3)CN2Cc2cccs2)cc1	x	x	-3%	x	-11	x	1%	x	2%
CC1(C)CC(NC(=O)c2cccc(Cl)c2)CC(C)(C)N1	-27	-8	-3%	5	-1	1.8%	-2%	-4	1%
Fc1ccc(CNc2cnccn2)cc1	-12	-2	-1%	2	-15	12%	1%	5	-1%
N=c1c(C(=O)NCc2ccco2)cc2c(=O)n3ccccc3nc2n1Cc1ccc(Cl)cc1	-11	-6	-3%	0	-11	-1.2%	-9%	11	-38%
CN(Cc1ccccc1)C(=O)c1ccco1	32	12	1%	2	-1	1.0%	3%	8	-9%
COC(=O)c1ccc(NC(=O)CSc2nncc3ccc(OC)c(OC)c23)cc1	3	0	-5%	-1	-6	19%	-3%	-12	-2%
O=C(Oc1ccc2c(c1)O/C(=C\c1ccncc1)C2=O)c1cccs1	-10	-4	-3%	37*	-1	-0.9%	-2%	6	-26%
COc1ccc(Br)cc1C(=O)Nc1cccc(C)c1C	15	-5	-3%	2	-5	u	-2%	0	0%
Cc1ccc(NC(=O)CSc2nc3ccccc3c(=O)n2CCCC(=O)NCC2CCCO2)cc1 (centres undefined)	1	-3	-3%	1	-2	-1.8%	2%	14	-14%
Cc1ccccc1SCC(=O)OCC(=O)NCCNC(=O)COC(=O)CSc1ccccc1C	-1	7	-5%	11	0	1.5%	0%	9	0%
COc1ccc(C(=O)N/C(=C\c2ccc(Cl)cc2)C(=O)NCc2ccncc2)cc1	x	x	-3%	x	-11	x	-6%	x	-9%
O=C(c1cccs1)N1CCN(C(=O)c2cccs2)C1=S	x	x	-13%	x	-3	x	-18%	x	-2%
c1ccc(-c2noc(-c3ccc4c(c3)OCO4)n2)cc1	11	-2	-4%	3	-9	2.4%	-6%	13	2%
COc1cccc(OC)c1C(=O)OCC(=O)Nc1cccnc1Cl	7	-2	-4%	5	-4	0.0%	1%	2	-4%
COc1cccc(CN(C)C(=O)C2CC(=O)N(c3ccc4c(c3)OCCO4)C2)c1 (centres undefined)	-26	-6	-3%	0	-1	0.3%	0%	15	-3%
CC1CCN(C(=O)CSc2nnc(CNC(=O)c3ccc(F)cc3)o2)CC1	14	-8	-2%	2	-3	-0.6%	-4%	-8	5%
CCC(C(=O)Nc1ccccc1OC)n1c(C(=O)OC)cc2ccsc21 (centres undefined)	13	0	5%	5	3	1.0%	-8%	-6	-5%
CCc1nn(CCCC(=O)NCc2ccc(OC(C)C)cc2)c(=O)c2cc3occc3n12	40&5	-8&-4	-2%	3&1	0&-3	5.6%&2.0%	u	1&-19	-27%
CC1CCCN(c2nc(-c3ccccc3O)nc3ccccc23)C1 (centres undefined)	7	3	-3%	1	1	3.9%	-1%	x	4%
COc1cc(NC2c3ccccc3C(=O)N2c2cc(C)ccn2)cc(OC)c1OC (centres undefined)	-10	-2	-3%	2	-5	0.9%	-2%	10	-1%
CCOc1ccccc1CNC(=O)C1CCCN(c2nn3c(=O)cc(C)nc3s2)C1 (centres undefined)	-15	-5	-5%	1	-2	4.6%	-1%	16	2%
CCCC(=O)NC1CC(=O)N(c2ccc3c(c2)OCCO3)C1 (centres undefined)	x	0	-1%	0	1	0.3%	-1%	-11	-3%
Cc1ccc(N2CCN(S(=O)(=O)c3cccs3)CC2C)cc1 (centres undefined)	-27	-10	-4%	3	0	0.0%	-3%	-1	1%
